Source: PubChem
esBAF inh – inhibitors of esBAF chromatin remodeling in mouse ES cells | Bmi1-luciferase knock-in reporter, 24 h; 100% = twice the neutral-well signal | reporter increase, % at 12.5 µM | 350,000 tested, 2% active | AID 602393; in the data active means activation above about 40%;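 further: 0% = median of the plate's neutral control wells and 100% = double that signal; a rise in the Bmi1 reporter signal indicates esBAF inhibition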
miR122 inh – miR-122 inhibition in Huh7 cells; AID 602342; Huh7 miR-122 Renilla luciferase sensor, 48 h; neutral wells = 0, positive control = 100; 340,000 tested, 0.3% active; activation (reporter increase), % at 12.5 µM;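 active means mean replicate activation score at least 90 and every replicate individually at or above 90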;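 further: higher luciferase means less miR-122 activity so hits act as miR-122 inhibitors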
SIRT5 block – blocks human SIRT5 desuccinylation of peptide. Purified SirT5, succinyl-peptide AMC, trypsin-coupled fluorescence. inhibition, % at 15 µM. 330,000 tested, 1.1% active. AID 652115; in the data active means inhibition above about 15%
Target sequence (Q9NXA8 whole entry, looked up): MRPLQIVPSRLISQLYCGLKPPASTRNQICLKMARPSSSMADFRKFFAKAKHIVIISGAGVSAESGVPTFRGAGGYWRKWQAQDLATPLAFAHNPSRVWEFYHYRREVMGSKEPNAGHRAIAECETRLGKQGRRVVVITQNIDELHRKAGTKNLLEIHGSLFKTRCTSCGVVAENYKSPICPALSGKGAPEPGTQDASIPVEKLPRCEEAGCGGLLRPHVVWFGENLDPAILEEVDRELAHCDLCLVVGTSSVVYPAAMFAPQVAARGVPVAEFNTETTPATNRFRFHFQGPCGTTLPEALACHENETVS
Statin myotox sup – suppression of simvastatin myotoxicity | C2C12 myotubes + simvastatin, ATP luminescence, 48 h; scaled: DMSO 0, geranylgeraniol control 100 | rescue of ATP level, % at 7.49 µM | 330,000 tested, 0.78% active | AID 602340;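 active means mean ATP rescue above about 67%, or every replicate alone reaching that limit, limit read from the data, passing the limit was not always enough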;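 further: myotubes were challenged with 10 µM simvastatin during compound exposure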
Cneo AK release – causes C. neoformans cell lysis; 360,000 tested, 0.2% active; lysis activity, % at 15 µM; AID 651654; adenylate kinase release luminescence, 4 h; normalised: neutral wells 0, clomiphene wells 100;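 active means mean lysis activity across replicates of at least 80%, whatever share of replicates individually reach that level; inactive means mean lysis activity below 80%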
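Material: C. neoformans cells; Schedule: 4 h static compound exposure, 37 °C, read 1 h post-reagent; Measured by: adenylate kinase release luminescence; Read-out: signal increase indicating cell lysis; Controls: Clomiphene as positive lysis control.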
ERp5 inh – ERp5 (human) disulfide isomerase inhibition. Q15084. ERp5 insulin aggregation, absorbance 650 nm, 90 min. inhibition, % at 9.99 µM. 350,000 tested, 0.05% active;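 active means mean replicate inhibition above about 25%, with every replicate also reaching it, limit read from the data, passing the limit was not always enough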
Target sequence (Q15084 whole entry, looked up): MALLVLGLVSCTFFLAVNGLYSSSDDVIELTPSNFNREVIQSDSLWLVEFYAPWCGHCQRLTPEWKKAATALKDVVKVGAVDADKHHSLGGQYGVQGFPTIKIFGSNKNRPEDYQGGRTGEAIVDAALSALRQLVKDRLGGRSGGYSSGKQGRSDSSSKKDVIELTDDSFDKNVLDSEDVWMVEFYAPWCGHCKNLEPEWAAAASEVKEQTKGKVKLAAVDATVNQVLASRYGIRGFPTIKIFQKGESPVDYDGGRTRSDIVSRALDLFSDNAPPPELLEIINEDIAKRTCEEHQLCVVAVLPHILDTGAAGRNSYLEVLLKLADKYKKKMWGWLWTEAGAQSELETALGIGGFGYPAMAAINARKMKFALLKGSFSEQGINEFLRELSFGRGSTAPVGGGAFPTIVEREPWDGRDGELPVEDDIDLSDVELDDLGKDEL
ARNT-TACC3 inh – disruptors of human ARNT/TACC3 interaction; 390,000 tested, 0.66% active; Q9Y6A5; inhibition, % at 9.99 µM; AlphaScreen His-ARNT PAS-B/GST-TACC3 binding, luminescence; TACC3 fragment carries E629A point mutation;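 active means mean inhibition of replicates at least 50% and at least half of replicates each reaching 50%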;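 further: 0% = complete ARNT plus TACC3 wells and 100% = ARNT alone without TACC3; many hits fall short of the cut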
The depositor's hits bear a star; x = no result given; & = joins results of further samples; [ ] = remark or other dose.

SMILES	esBAF inh	miR122 inh	SIRT5 block	Statin myotox sup	Cneo AK release	ERp5 inh	ARNT-TACC3 inh
COc1ccc(-c2nc3ccccn3c2NC2CCCCC2)cc1SC1CCCCC1	-11	115*	x	-18	1	-2	-14
Clc1ccc(-c2nnc3n2CCCCS3)cc1	0	3	x	-1	-1	x	2
COc1ccc(CC(=O)NNC(=O)c2ccc(Br)o2)cc1	x	-6	-1	x	1	1	0
Cc1ccc(-c2cnc(C(O)c3ccc(C)cc3)[nH]2)cc1 (stereo unspecified)	24	-2	x	-13	0	-1	x
O=C(Nc1ccc(C(F)(F)F)cc1-c1ccccc1)c1ccccc1	-7	20	x	-7	1	x	0
O=C(Cn1cc(C(F)(F)F)cc(Cl)c1=O)NCC1COc2ccccc2O1 (stereo unspecified)	0	-4	-2	-6	0	2	-3
C[C@H]1CN([C@@H](C)CO)C(=O)CCCn2cc(nn2)CO[C@@H]1CN(C)S(=O)(=O)c1ccc2c(c1)OCCCO2	-5&3	0	-4&-1	-2&9	0&1	3&-2	-14
Cc1nnsc1C(=O)NC(=O)Nc1ccc(F)c(Cl)c1	2	-2	-2	10	-1	x	-4
CCN1CCN(C(=O)c2sc3nc(C)nc(N4CCC(C)CC4)c3c2C)CC1	-4	-3	x	2	6	x	-5
C[C@@H]1CN([C@@H](C)CO)C(=O)Cc2cc(NC(=O)CCC(F)(F)F)ccc2O[C@H]1CN(C)Cc1ccncc1	2	-2[16.7 µM]	-4	24	46	0	21
O=C1Nc2ccccc2Oc2cc([N+](=O)[O-])ccc21	-12	0	2	-30	-2	6	-1
C[C@@H]1CN([C@@H](C)CO)C(=O)c2cc(NC(=O)CCC(F)(F)F)ccc2O[C@H]1CN(C)S(=O)(=O)c1cccs1	-4	-7[16.7 µM]	-2	-14	-3	5	-15
Cc1ccc([N+](=O)[O-])cc1NCC(=O)NN	x	x	-2	x	x	-2	3
COC(=O)c1cnc(Oc2c(Cl)cc(N)cc2Cl)cc1C(F)(F)F	x	5	1	x	-3	0	-13
CC1(C)CC(NC(=O)c2ccccn2)CC(C)(C)N1O	-3	3	0	-3	x	1	-3
CC(NC(=O)[C@@H](C)NC(=O)[C@@H]1Cc2ccccc2CN1C(=O)OC(C)(C)C)c1ccccc1 (stereo partly specified)	-7	-2	-3	5	-4	-3	-2
Cc1ccc(-c2cc(C(=O)NCc3cnn(C)c3)c3cc(Br)ccc3n2)cc1	24	1	x	-26	-5	x	-14
O=C(COc1cccnc1[N+](=O)[O-])N1N=C(c2ccc(Cl)cc2)CC1c1ccco1 (stereo unspecified)	x	-1	1	x	x	-9	-5
COc1ccccc1C(=O)Nc1ccccc1C(=O)NCc1ccco1	x	1	0	x	1	-14	x
N#CCCn1cc(C(=O)Nc2ccc(C(=O)O)cc2)c(-c2ccc([N+](=O)[O-])cc2)n1	x	x	4	x	x	8	-5
Cc1cc(S(=O)(=O)N2CCN=C2c2ccccc2)c(Cl)cc1Cl	x	x	-1	x	x	-3	3
COc1ccc(C2c3[nH]c4ccccc4c3CCN2C(=O)c2cc3ncccn3n2)c(F)c1 (stereo unspecified)	3	3	0	9	-6	3	-3
CC(CCc1ccccc1)NC(=O)Cn1cccc1C(=O)c1ccccc1 (stereo unspecified)	-6	-4	-1	17	0	5	2
CCC(C)N(CCNC(=O)c1ccc2c(c1)NC(=O)c1ccccc1S2)C1CCCCC1 (stereo unspecified)	-3	-9	-1	4	0	-1	9
CNC(=O)CC1C(=O)N(c2ccc(OC)cc2)C(=S)N1NC(=O)c1cccc(F)c1 (stereo unspecified)	x	1	1	x	-1	2	x
CCN(CC)CC(O)CNc1ccnc2c(Cl)ccc(Cl)c12 (stereo unspecified)	2	-2	x	-1	x	4	4
CCc1ccccc1Nc1nc2ccccc2[nH]1	x	-11	-2	x	21	-3	x
CC(/C=C/c1ccc2c(c1)OCO2)=N/NC(=O)c1ccncc1	x	-2	3	x	0	6	3
CC(C)c1nc2c(s1)CCc1onc(-c3cccc([N+](=O)[O-])c3)c1-2	-5	0	-2	-1	5	2	1
CC(C)c1ccc(/C=C2\SC(=S)N(CCC(=O)NCCCn3ccnc3)C2=O)cc1	-61	-5	-9	9	0	x	7
O=C1CS/C(=C\S(=O)(=O)c2ccc(Cl)cc2)N1	-5	4	x	x	1	x	1
CN(C)CCNc1c(N)c(=O)oc2ccccc12	-5	0	-7	5	x	1	17
CC(C)N(C)S(=O)(=O)c1ccc(NC(=O)C2=COCCO2)cc1	20	7	-2	-5	-1	-8	-1
CCOC(=O)C1=C(CN2CCN(C(=O)c3ccco3)CC2)NC(=O)NC1c1ccccc1 (stereo unspecified)	-2	-1	x	-3	-1	x	2
CSc1ccccc1C(=O)Nc1cccc(N(C)S(C)(=O)=O)c1	-1	1	0	0	1	0	-4
O=C(CCN1C(=O)c2ccccc2C1=O)NC(=S)Nc1ccccc1Cl	-9	24	1	-34	3	3	x
O=C(CC(NS(=O)(=O)c1ccc(Cl)cc1)c1ccco1)NC1CCCC1 (stereo unspecified)	-6	7	x	1	0	x	-5
COc1ccccc1S(=O)(=O)N[C@H]1C=C[C@@H](CC(=O)NCc2cccc(F)c2)O[C@H]1CO	-1	x	0	-1	2	1	-3
CCC(=O)N1CC23C=CC(CC2CC12CCCCC2)O3 (stereo unspecified)	-9	-1	x	12	-6	x	7
O=C(C[C@@H]1C[C@@H]2c3cc(NC(=O)NC4CCCC4)ccc3O[C@@H]2[C@@H](CO)O1)NCc1ccc(-c2ccccc2)cc1	1	1[16.7 µM]	-1	-3	-55	3	-6
Cc1oc(-c2cccs2)cc1C(=O)N1CCC(C)(C(=O)NS(=O)(=O)C2CC2)C1 (stereo unspecified)	-2	5	5	11	0	3	x
CCc1ccc(C(=O)CN2CCSC2=N)cc1	x	x	0	x	x	0	-1
CN1c2ccc(C3=CCCCC3)cc2[C@@H]2[C@@H](CCN2S(=O)(=O)c2ccccc2)[C@H]1CO	-5	-2[16.7 µM]	-1	10	2	5	-3
CC(C)NC(=O)N(C)C[C@H]1Oc2ccc(NC(=O)Cc3cn(C)c4ccccc34)cc2CC(=O)N([C@H](C)CO)C[C@@H]1C	0	-4[16.7 µM]	10	12	-3	3	5
COc1ccc(N2CCN(Cc3nc4scc(-c5ccccc5)c4c(=O)[nH]3)CC2)cc1	x	x	-1	x	x	1	18
COc1ccc(S(=O)(=O)N2CCCC2CNC(=O)C(=O)NC2CC2)cc1 (stereo unspecified)	-2	-5	-6	-5	-5	-6	6
CCN(CC)C(=O)C1=C(C)N(Cc2ccccc2)C(=O)C(CC(=O)NCCc2ccccn2)C1 (stereo unspecified)	3	-4	-5	8	0	4	x
CCc1ccccc1NC(=O)CN1CCN(CC(=O)Nc2ccc(-c3ccccc3)cc2)CC1	4	0	-2	15	-1	4	-3
CC(=O)c1sc(-c2ccccc2)cc1NS(=O)(=O)c1ccccc1	x	-1	-3	x	0	10	-3
COc1ccccc1OCCNC(=O)CCNC(=O)c1ccccc1Cl	-6	x	2	9	1	-9	0
COc1ccc(N=Nc2ccc(N)nc2N)cc1	17	-1	-1	2	-5	5	11
COCC(C)NC(=O)C(C)N1c2cccc3cccc(c23)S1(=O)=O (stereo unspecified)	-3	0	-1	3	-9	-1	-14
Cc1ccc(N(CC(=O)NC2CCCCC2)C(=O)c2ccc(C)s2)cc1	7	-1	x	62	6	x	2
CC(C)(C)Nc1scc(-c2ccccc2)[n+]1-c1ccccc1	x	x	0	x	x	-9	30
CC(=O)Nc1cc(C(=O)OCc2cccc([N+](=O)[O-])c2)ccc1C	3	-4	-1	5	x	-1	-4
CCCS(=O)(=O)Nc1c(OC)ccc2c1c(C(=O)OCC)c(C)n2C	x	x	-5	x	x	2	3
CC(C)(C)n1nnnc1C(c1ccccc1)N1CCc2ccccc2C1 (stereo unspecified)	11	5	x	-14	-1	x	1
COc1ccc(CC(=O)OCC(=O)c2ccc[nH]2)cc1	-1	1	-1	11	-1	-3	x
O=C1C(Cl)=C(NCC2CCCO2)C(=O)N1c1ccccc1 (stereo unspecified)	-3	-3	x	-17	-2	x	0
CCOC(=O)n1c(SCC(N)=O)nc2ccccc21	x	-14	x	x	0	x	1

(cont.)
SMILES	esBAF inh	miR122 inh	SIRT5 block	Statin myotox sup	Cneo AK release	ERp5 inh	ARNT-TACC3 inh
O=S(=O)(NN=C(c1ccccc1)c1ccccc1)c1ccccc1	14	2	-2	9	0	-9	x
Cc1ccc(S(=O)(=O)Nc2ccc3c(c2)CC(=O)N([C@H](C)CO)C[C@@H](C)[C@H](CN(C)C(=O)Nc2c(C)noc2C)O3)cc1	2	-5[16.7 µM]	-3	14	0	11	-9
COc1ccc(NC(=O)C2(S(=O)(=O)c3ccc(C)cc3)CC2)cc1	-3	5	11	12	-3	0	-3
Cc1ccc(F)cc1NC(=O)C1CC(=O)N(CCc2ccccc2)C1 (stereo unspecified)	x	x	-6	x	x	-1	0
CO[C@H]1CN(C)C(=O)c2ccc(NC(=O)c3ccno3)cc2OC[C@H](C)NC[C@@H]1C	1	x	2	-8	43	-3	3
CC(C)CC(=O)N1CCN(C(=O)c2cccc(F)c2)CC1	-1	-4	x	0	4	x	0
O=C(c1ccco1)N1CCN(C(=O)c2ccc(-c3ccc([N+](=O)[O-])cc3)o2)CC1	-3	-3	2	-2	0	2	-12
CCSc1nnc(-c2ccncc2)o1	5	-22	x	-5	-1	x	-5
NS(=O)(=O)c1ccc(CCNC(=O)Cc2ccc(S(=O)(=O)N3CCCC3)s2)cc1	-1	-6	2	4	x	-6	2
CC(=O)c1ccc(N=Cc2c(O)n(-c3cc(Cl)ccc3N3CCOCC3)c(=O)c3ccccc23)cc1	8	-5	x	13	5	x	5
C[C@@H]1CN([C@@H](C)CO)C(=O)Cc2cc(NS(=O)(=O)c3ccccc3)ccc2O[C@@H]1CN(C)C(=O)Nc1ccc(F)cc1	-1	7[16.7 µM]	x	2	4	-2	-11
CC(C)[C@H](C)NC(=O)N(C)C[C@@H]1OCc2ccccc2-c2c(n(C)c3ccccc23)C(=O)N([C@H](C)CO)C[C@H]1C	9	x	6	2	46	-5	4
Cc1noc(C)c1NC(=O)N(C)C[C@H]1Oc2c(NC(=O)C3CCOCC3)cccc2C(=O)N([C@H](C)CO)C[C@@H]1C	-4	-12[16.7 µM]	3	-10	-3	6	0
CC(C)CNC(=O)C1Nc2ccccc2C2C=CCC12 (stereo unspecified)	-4	-2	x	-3	2	-3	7
CC(C)CC#Cc1cnc2c(c1)C(=O)N([C@@H](C)CO)C[C@H](C)[C@H](CN(C)C(=O)Cc1ccncc1)O2	1	-4[16.7 µM]	0	-8	-2	-4	0
C[C@H]1CN([C@@H](C)CO)C(=O)c2cc(C3=CCCC3)cnc2O[C@@H]1CN(C)C(=O)c1ccc(F)cc1	29	33[16.7 µM]	-9	35	1	0	0
O=S(=O)(NCc1cccc(C(F)(F)F)c1)NCc1ccccc1F	19	20	-4	11	2	0	x
CCOC(=O)NNC1CC(=O)N(c2ccccc2)C1=O (stereo unspecified)	x	x	-3	x	x	-6	-3
Cc1c(O)nc(SCC(=O)Nc2cccc(C(F)(F)F)c2)n(-c2ccccc2)c1=O	-14	x	2	9	1	-4	x
